NPY-Y2 PAM-ag: potentiates or activates human NPY-Y2 receptor. activation, % at 3.6 µM. cells expressing NPY-Y2, potentiator/agonist read-out. hit rate 0.45% among 220,000. AID 1359; in the data active means activation above about 27%;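 further: cells stimulated with NPY near EC25 plus isoproterenol at EC100; 0% = vehicle plus submaximal agonist and 100% = vehicle plus saturating agonist; some results beyond the cut were filed as inactive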
S1P4 antagonist: blocks the human S1P4 receptor | O95977 | S1P4-expressing cells, antagonist mode, reporter read-out | inhibition, % at 4.98 µM | hit rate 0.26% among 220,000; in the data active means inhibition above about 29%;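 further: 0% = wells stimulated with agonist and 100% = vehicle wells without agonist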
Target sequence (O95977 whole entry, looked up): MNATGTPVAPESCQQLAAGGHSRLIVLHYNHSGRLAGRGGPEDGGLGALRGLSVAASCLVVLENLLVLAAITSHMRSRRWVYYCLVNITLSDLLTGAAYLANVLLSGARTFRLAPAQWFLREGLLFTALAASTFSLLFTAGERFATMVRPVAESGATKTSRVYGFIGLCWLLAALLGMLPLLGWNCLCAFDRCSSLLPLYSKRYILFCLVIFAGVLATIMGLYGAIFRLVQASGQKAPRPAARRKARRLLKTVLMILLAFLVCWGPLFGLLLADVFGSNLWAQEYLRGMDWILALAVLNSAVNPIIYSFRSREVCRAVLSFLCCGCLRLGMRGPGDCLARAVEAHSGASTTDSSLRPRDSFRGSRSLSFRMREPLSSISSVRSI
BaF3 parental: counter-screen for JAK2V617F inhibitors: parental Ba/F3 viability inhibitors. CellTiter-Glo ATP luminescence. inhibition, % at 5.6 µM. hit rate 1.1% among 220,000. AID 1486;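 active means inhibition above a per-campaign cutoff, the mean inhibition of all tested compounds plus 3 SD, cut at about 27% in these data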;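 further: 0% = DMSO wells and 100% = JAK Inhibitor I control wells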
Ba/F3 V617F tox: lowers viability of Ba/F3 cells expressing EpoR and JAK2V617F. ATP luminescence. inhibition, % at 5.6 µM. AID 1446. hit rate 1.1% among 220,000;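 active means inhibition above the campaign mean plus 3 SD over all tested compounds, cut at about 24% in these data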;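 further: cytokine-independent growth of Ba/F3 cells driven by EpoR plus mutant JAK2; 0% = DMSO-treated cells and 100% = JAK inhibitor I control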
S1P4 ag: activates the human S1P4 receptor. O95977. S1P4-expressing cell line, agonist reporter assay. activation, % at 4.98 µM. hit rate 0.35% among 220,000; in the data active means activation above about 11%;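 further: 0% = DMSO vehicle and 100% = reference agonist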
Wee1 stabilizer: blocks degradation of human Wee1 kinase. P30291. HeLa Luc-Wee1K328M stability, luciferase luminescence; 100% = proteasome inhibitor MG132 effect. reporter increase, % at 5 µM. hit rate 1.2% among 220,000;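 active means activation above the mean of all tested compounds plus 3 SD, set per screening run, cut at about 8.8% in these data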;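 further: cells exposed to compound for 20 h before luminescence read; 0% = DMSO alone and 100% = MG132 at 30 µM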
eIF4E-4G inh: inhibitors of eIF4E and eIF4G interaction in translation initiation; hit rate 0.37% among 220,000; P63073+Q04637; TR-FRET eIF4E-eIF4GI(517-606) binding, 2 h; inhibition, % at 21.7 µM;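 active means inhibition above about 30%, limit read from the data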;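 further: 0% = full FRET control wells and 100% = background wells lacking eIF4GI fragment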
MDM2 E3 inh: Mdm2 E3 ligase (human) inhibition; Q00987; cell-based MDM2 ubiquitination luciferase reporter, 2 h; 0 = plate control, 100 = twice control, blank-subtracted; signal enhancement, % at 5 µM; hit rate 0.11% among 210,000; AID 1230;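 active means signal enhancement of 30% or more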;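 further: luminescence tracks abundance of the self-degrading MDM2-luciferase fusion protein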
Target sequence (Q00987 whole entry, looked up, the tested form may be a part): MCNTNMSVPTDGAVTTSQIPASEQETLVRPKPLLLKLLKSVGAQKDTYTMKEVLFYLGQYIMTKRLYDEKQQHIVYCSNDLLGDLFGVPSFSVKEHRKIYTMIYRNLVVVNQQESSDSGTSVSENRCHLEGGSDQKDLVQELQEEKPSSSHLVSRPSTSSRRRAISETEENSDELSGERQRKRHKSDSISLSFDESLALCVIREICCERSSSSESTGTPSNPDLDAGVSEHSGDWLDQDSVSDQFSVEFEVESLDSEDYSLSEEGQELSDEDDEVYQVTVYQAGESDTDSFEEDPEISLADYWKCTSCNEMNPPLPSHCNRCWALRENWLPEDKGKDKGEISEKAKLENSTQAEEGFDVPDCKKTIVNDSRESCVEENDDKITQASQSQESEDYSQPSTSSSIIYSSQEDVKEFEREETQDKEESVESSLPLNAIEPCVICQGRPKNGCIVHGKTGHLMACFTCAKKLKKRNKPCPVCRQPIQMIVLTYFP
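System: stable MDM2–luciferase fusion reporter cells / Input: 2000 cells seeded into each well / Schedule: 4 h settle plus 2 h compound, 37 °C / Compound: single-point 5 µM / Buffer or medium: cells held in DMEM / Benchmarks: control and blank well means / Evaluation: percent signal gain over controls, blank-subtracted / Measured by: luciferase luminescence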
PERK inh: inhibitors of human PERK kinase | Q9NZJ5 | CHO PERK-DD fusion, SEAP luminescence translation reporter | inhibition, % at 5.6 µM | hit rate 0.17% among 220,000;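 active means inhibition above the mean inhibition of all tested compounds plus 3 SD, set separately per screening campaign, cut at about 2.9% in these data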;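 further: PERK kinase domain activated by AP20187 dimerizer at 100 nM; 0% = DMSO with dimerizer and 100% = rapamycin at 8.4 µM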
Starred values were filed as active, the others as inactive; · = not tested or not shown; [ ] = remark or other dose.

SMILES	NPY-Y2 PAM-ag	S1P4 antagonist	BaF3 parental	Ba/F3 V617F tox	S1P4 ag	Wee1 stabilizer	eIF4E-4G inh	MDM2 E3 inh	PERK inh
Cc1ccc(-n2c(C)cc(C(=O)COC(=O)c3ccc[nH]c3=O)c2C)cc1	15	-2	8	7	-0.4	8	-2	-16	-0.4
CCN1C(=O)CC(C(=O)Nc2ccc(F)cc2)SC1=Nc1ccc2c(c1)OCO2 (stereo not drawn)	-8	7	1	-1	-0.3	-2	3	-9	0.5
CCC(=O)Nc1cccc(C(=O)Nc2nccs2)c1	-8	3	12	8	-2.2	0	1	-12	-0.4
OC(c1ccccc1)(c1ccc(F)cc1)C(c1ccccc1)N1CCOCC1 (stereo not drawn)	-7	4	8	2	-0.3	2	-1	-2	0.2
COCCn1nnnc1CN1CCC(NC(=O)c2ccc(Br)cc2)CC1	3	1	3	2	1.2	-2	3	-11	-0.6
CC1CCN(c2nc3c(c(=O)n(C)c(=O)n3C)n2CCSc2nc3ccccc3o2)CC1	-1	0	6	-1	-0.2	1	3	7	-0.5
CNC(=S)N1CCC(c2nc3ccccc3s2)CC1	-7	-8	4	-2	-0.1	-3	-4	6	-0.1
COCCOC(=O)C1=C(N)OC2=C(C(=O)CCC2)C1c1cccnc1 (stereo not drawn)	11	-1	3	-6	-0.3	0	3	23	1.5
COc1cc(/C=C2\SC(=S)N(NS(=O)(=O)c3ccccc3)C2=O)cc(OC)c1OC	-22	-32	1	-2	0.5	3	-1	-21	0.4
O=C(O)CSc1cc(C(=O)c2ccccc2O)cn2c(=O)c3c4c(sc3nc12)CCCC4	-20	-4	-1	-2	-0.3	2	17	·	0.3
Cc1ccccc1NC(=S)NCc1cccn1C	4	-5	5	0	-0.1	3	-3	1	-0.2
CN1C(=O)c2ccc(C(=O)NCc3ccccc3)cc2C1=O	0	3	6	-1	1.0	-3	-1	7	-1.6
CCOC(=O)c1ccc(-n2c(C)nc3c(cnn3-c3ccc(Cl)cc3)c2=O)cc1	-4	0	0	-4	1.2	-1	1	2	1.1
CCOC(=O)c1ccc(NC(=S)N2CCC(O)CC2)cc1	-3	-24	5	-1	1.6	2	0	2	-0.2
O=C(NC1=NCCS1)c1cccc2ccccc12	-12	7	-1	-3	0.2	2	6	-10	1.0
C=CCNC(=S)NNC(=O)c1cc(O)ccc1O	-3	8	2	0	-1.3	-4	-2	-2	0.0
O=C(c1ccc(Cl)cc1)N1CCN=C1c1ccccc1	6	-10	4	0	1.2	-3	17[fluorescence artefact?]	15	0.6
CCNC(=S)/N=C(/Nc1ccc(OC)cc1)Nc1nc(C)cc(C)n1	1	-3	-1	1	-0.1	0	0	-10	0.5
CCN(CC)CCn1c(-c2ccccc2)nc(=S)c2c1CC(C)(C)OC2	7	-8	2	-3	-2.1	-2	4	-24	-0.9
COc1cccc(N=C(N)N)c1	-3	-5	7	2	0.2	-1	4	-15	-0.6
CCCNC(=O)c1ccc(SC)cc1OC	-1	-9	6	1	-0.2	4	-1	5	0.9
S=c1[nH]nc(C2CC2)n1Cc1ccccc1	-10	2	12	7	1.7	5	1	-1	0.2
CC1CCN(C(=O)CSc2nc3c(cnn3-c3ccc(Cl)cc3)c(=O)[nH]2)CC1	-20	-4	9	3	-1.4	1	-5	-16	1.8
O=S(=O)(CC(O)COc1ccccc1Cl)c1ccccc1 (stereo not drawn)	-8	13	3	6	0.9	2	2	-8	0.2
Cc1ccc2c(Cl)c(C(=O)NCc3cccnc3)sc2c1	14	-10	4	-3	-2.0	4	-9	-12	-0.3
Further results follow:
SMILES	NPY-Y2 PAM-ag	S1P4 antagonist	BaF3 parental	Ba/F3 V617F tox	S1P4 ag	Wee1 stabilizer	eIF4E-4G inh	MDM2 E3 inh	PERK inh
Cc1cc(C(=O)CNCc2ccco2)c(C)n1-c1ccc(F)cc1	-17	-10	2	-2	-0.3	0	2	-14	0.1
COCCNC(=O)c1ccccc1-c1ccccc1C(=O)O	-6	7	5	-2	0.2	2	1[fluorescence artefact?]	-9	1.3
O=C(N/N=C/c1c(F)c(F)c(F)c(F)c1F)c1ccc(Cn2cc(Br)cn2)o1	6	3	3	3	0.7	-2	-3	-19	0.1
CS/C(=C\[N+](=O)[O-])Nc1ccc(C)cc1	-6	-4	8	3	1.2	0	2	29	1.5
O=C(Nc1nnc(SCC(=O)N2CCCCC2)s1)C1CCCCC1	6	2	1	0	1.1	-2	-5	6	1.0
CCC(=O)c1cc2c(C)cc(=O)oc2c(C)c1OC(C)=O	0	-16	6	0	-0.5	-1	0	-1	0.8
CC(=O)Nc1ccc(NC(=O)c2ccc(C)c(S(=O)(=O)Nc3cccc(C)c3)c2)cc1	1	-6	6	0	3.1	-1	-2	-7	-0.8
CC(=O)Nc1ccc(-c2cc(C(=O)O)c3ccc(C)cc3n2)cc1	-11	2	-1	-4	-1.1	2	0	-11	0.2
O=C(O)/C=C/C(=O)Nc1ccc(N2CCOCC2)nc1N1CCOCC1	0	-4	2	1	0.5	1	-1	-12	0.5
CCCn1c(C)cc(/C=C(\C#N)C(=O)OCC(=O)Nc2cccc(OC)c2)c1C	-15	-12	5	2	0.6	-2	-4	-12	-0.5
CCC1CCCCN1CCn1c(=S)[nH]c2cc(OC)c(OC)cc2c1=O (stereo not drawn)	-3	-23	3	-1	1.4	-1	0	-8	-0.5
Clc1cccc(-c2nnc3sc(-c4ccccc4)nn23)c1	13	-11	0	-4	-1.6	-1	·	·	0.1
CC(C)(O)C#Cc1ccc(C(=O)NCc2ccccc2)s1	-2	3	5	1	0.5	1	·	·	-0.5
Cc1cc(NC(=O)C(C)(C)C)no1	3	-17	3	1	0.4	-1	-4	-6	1.4
O=C(NCc1ccccc1)C(c1ccccc1)N(C(=O)c1csnn1)C1CC1 (stereo not drawn)	12	-13	1	-3	1.2	-2	0	-3	1.0
O=C(COC(=O)Cc1ccc(-c2ccccc2)cc1)NCc1ccc(F)cc1	-19	-6	4	-2	6.0	0	-2	-10	1.9
CCN(CC)c1ccc(S(=O)(=O)N(CC)CC)cc1NC(=O)C1CCCC1	5	-12	5	1	0.3	2	-1	0	0.7
CS(=O)(=O)n1nc(-c2ccccc2)nc1NCc1ccco1	-1	9	1	-3	-0.3	1	0	-5	1.6
COc1ccccc1NC(=O)CSc1nnc(C2CCCCC2)n1-c1ccccc1	-2	-9	-2	30*	2.2	3	-8	·	1.2
COc1ccc([N+](=O)[O-])c(OC)c1C(=O)NC(=O)Nc1nc(C)cc(C)n1	-10	6	-3	1	-0.2	1	-3	-3	-0.1
Cc1ccc([N+](=O)[O-])c2c1C(N1CC(C)OC(C)C1)C(C)(C)O2 (stereo not drawn)	6	-14	4	0	-0.7	3	1	0	1.1
Cc1cc(NC(=O)C2COc3ccccc3O2)no1 (stereo not drawn)	5	-8	6	2	-0.4	3	6[fluorescence artefact?]	-19	1.9
Cc1ccc(NC(=O)COC(=O)CCOc2ccccc2C)cc1	-11	-13	2	5	1.0	2	1	-22	-1.4
COc1ccc(/C=N/NC(=O)CC2N=C(Cc3ccccc3)NNC2=O)cc1OC (stereo not drawn)	-1	-8	4	4	5.8	0	4[fluorescence artefact?]	1	1.0
COc1ccc(OC)c(-c2csc(NC(=O)c3ccc(OCC4CCCO4)cc3)n2)c1 (stereo not drawn)	-4	-23	30*	3	0.9	4	0	-8	0.4
Other compounds.
SMILES	NPY-Y2 PAM-ag	S1P4 antagonist	BaF3 parental	Ba/F3 V617F tox	S1P4 ag	Wee1 stabilizer	eIF4E-4G inh	MDM2 E3 inh	PERK inh
COc1ccc(NCCC#N)cc1	-15	-3	7	5	0.3	2	-3	-12	-0.1
Cc1ccc(NC(=O)COC(=O)CCC(=O)c2ccc(C(C)(C)C)cc2)c([N+](=O)[O-])c1	-4	-12	-3	-2	1.5	-2	16	6	0.5
CC(=O)CSc1nnc(NC(=O)CCc2ccccc2)s1	-14	-13	11	9	0.7	0	1	3	-0.4
CN1CCC(N(C)CC(=O)Nc2cccc(Oc3ccccc3)c2)CC1	-29	25	9	6	-0.4	-1	-10	-11	-0.7
S=c1[nH]nc(Cc2cccc3ccccc23)n1-c1ccccc1	0	11	4	0	-1.0	4	4	24	0.6
CN(C(=O)C1CCN(S(=O)(=O)c2cccs2)CC1)C1CCCCC1	-20	7	6	0	1.2	4	-5	-8	0.1
Cc1nnc(NC(=O)CSc2nc3c(c(=O)n(C)c(=O)n3C)n2C(C)C)s1	2	9	7	2	0.6	-2	2	5	1.2
CC[n+]1ccc(/C=C2\Sc3ccccc3N2CCCS(=O)(=O)[O-])c2ccccc21	-4	8	2	1	0.5	-2	23	-12	0.2
Cc1cc2ccccn2c1C(=O)Nc1ccccc1	-5	-10	10	5	-0.3	0	-2	-12	0.6
CCc1cc2c(SCC(=O)O)ncnc2s1	-17	-30	3	1	2.3	2	0	-4	-0.1
O=[N+]([O-])c1ccc2nc(-c3ccc(Cl)cc3)[nH]c2c1	-24	1	8	-1	0.7	5	-3	-19	1.0
O=C(Cn1cnc2ccccc21)Nc1ccc(C(=O)O)cc1	-9	9	6	3	0.5	-1	2	7	1.0
O=C(Nc1ccccc1N1CCCC1)c1cccc(Cl)c1Cl	-4	-13	4	-3	1.6	4	4	-4	-0.3
CCN(CC)C(=O)Oc1ccc2ccccc2c1Br	-15	-1	7	1	0.7	-2	-3	-3	0.1
O=C(CCNC(=O)c1ccccc1Cl)NC1=NCCS1	3	4	1	-3	0.8	0	-3	-13	0.7
O=S(=O)(c1ccccc1)n1ccc(-c2cnc(-c3ccccc3)s2)n1	4	-7	2	-3	-1.1	0	5	-16	0.1
Cn1nc(NC(=O)C(F)(F)F)c2ncc(-c3ccc(Cl)cc3)nc21	-4	0	8	2	0.9	1	-5	·	0.4
CN(C)S(=O)(=O)c1ccc(C(=O)NCC(=O)N/N=C/c2ccccc2)cc1	1	5	2	-2	0.6	0	2	-17	0.5
Cc1sc2nc(SCC(N)=O)n(-c3ccccc3)c(=O)c2c1C	10	-17	8	2	1.9	3	1	-7	1.1
O=S1(=O)c2cccc3cccc(c23)N1Cc1nnc(-c2ccccc2Br)o1	2	-6	5	-4	0.1	-1	2	12	-0.6
Cc1nc(NC(=O)/C=C/c2ccccc2)sc1C(=O)Nc1ccccc1Cl	-4	0	0	-3	-0.1	-3	-16	-14	0.6
CC(C)n1c(SCC(=O)Nc2nc3c(s2)CCCC3)nc2c1c(=O)n(C)c(=O)n2C	-11	-24	4	3	0.2	1	4	3	-1.1
Cc1nccn1CCCNC(=O)CC1C(=O)NCCN1Cc1ccccc1C(F)(F)F (stereo not drawn)	4	5	-2	-4	-1.4	-1	-4	-11	2.1
COc1cc(CNC2CCCC2)cc(OC)c1OC	-4	-16	0	-5	1.0	0	-3	-8	-1.1

Some of these compounds in order of molar mass, highest first.
SMILES	NPY-Y2 PAM-ag	S1P4 antagonist	BaF3 parental	Ba/F3 V617F tox	S1P4 ag	Wee1 stabilizer	eIF4E-4G inh	MDM2 E3 inh	PERK inh
CCN(CC)C(=O)Oc1ccc2ccccc2c1Br	-15	-1	7	1	0.7	-2	-3	-3	0.1
O=C(CCNC(=O)c1ccccc1Cl)NC1=NCCS1	3	4	1	-3	0.8	0	-3	-13	0.7
O=[N+]([O-])c1ccc2nc(-c3ccc(Cl)cc3)[nH]c2c1	-24	1	8	-1	0.7	5	-3	-19	1.0

Compound activity from PubChem.
